# Source: PubChem BioAssay (several laboratories)
# PfHsp90 set2: reduces growth (ATP signal) of yeast expressing P. falciparum Hsp90; S. cerevisiae expressing PfHsp90, BacTiter-Glo ATP, 48 h; yeast lacking PDR1 and PDR3 efflux regulators; inhibition, % at 9.4 µM; actives 0.32% (n = 310,000);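 active = every replicate shows inhibition above about 80%, whatever the replicate mean, limit read from the data; inconclusive = mean inhibition reaches the set limit but some replicate falls short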;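 also: 0% = DMSO neutral controls and 100% = 20 µM radicicol positive controls; yeast relying on Plasmodium falciparum Hsp90 in place of its own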
# HTR5A inv ag: HTR5A inverse agonism, opioid heterodimer counter-screen; P47898; HTR5A cell line, luminescence; inhibition, % at 9.3 µM; actives 0.083% (n = 340,000); AID 504634; in the data active = inhibition mostly above about 23%, no sharp cut-off; inactive = mostly below about 18%;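 also: 0% = cells with DMSO and 100% = no-cell wells with DMSO; some compounds called inactive have numbers as strong as hits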
# Target sequence (P47898 whole entry, looked up): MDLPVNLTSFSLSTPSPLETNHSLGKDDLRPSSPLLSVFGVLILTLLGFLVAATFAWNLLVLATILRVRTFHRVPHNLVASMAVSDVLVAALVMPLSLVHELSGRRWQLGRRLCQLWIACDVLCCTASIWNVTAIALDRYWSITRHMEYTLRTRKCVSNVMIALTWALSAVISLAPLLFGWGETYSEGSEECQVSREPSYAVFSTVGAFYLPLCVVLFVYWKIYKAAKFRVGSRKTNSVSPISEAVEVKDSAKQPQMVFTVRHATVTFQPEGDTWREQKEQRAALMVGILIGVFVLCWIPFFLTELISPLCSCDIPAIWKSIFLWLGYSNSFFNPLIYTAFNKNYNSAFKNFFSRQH
# Mot1-301 SUMO: blocks SUMOylation pathway, rescuing yeast Mot1-301 growth | S. cerevisiae Mot1-301 growth rescue, ATP luminescence, 38.5C; percent above DMSO median, 100 means doubled | growth rescue, % at 18.8 µM | actives 1% (n = 320,000);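 active = every valid replicate shows activation above 250% relative to neutral control wells; inactive = the rest, any valid replicate at or below 250%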;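 also: OY570 slx delta 5 strain wells were the positive control but not used for scaling; some compounds called inactive have numbers as strong as hits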
# E coli growth: bacterial growth inhibition, counter-screen for AddAB inhibitors | E. coli V3065 growth, OD600 absorbance, 18 h | inhibition, % at 11.9 µM | actives 0.27% (n = 330,000);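 active = inhibition above the campaign's mean inhibition across all tested compounds plus 3 SD, cut at about 9.9% in these data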;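 also: uninfected addAB+ strain grown without phage in ampicillin broth; 0% = DMSO wells and 100% = ciprofloxacin 0.95 µg/ml wells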
# PKA-R2B act: activates the human PKA-R2B holoenzyme complex. PKA-R2B holoenzyme dissociation, Cy5-IP20 fluorescence polarization; R2B truncated from residue 108, S112A mutant; 0% DMSO only, 100% 113 µM cGMP. activation, % at 11.4 µM. P22694+P31323. actives 0.079% (n = 340,000);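 active = activation above a cutoff set at the mean over all compounds plus 3 SD, cut at about 18% in these data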;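 also: higher means more holoenzyme dissociation and a rise in polarization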
# Target sequence (P31323 whole entry, looked up, other chains not shown, the tested form may be a part): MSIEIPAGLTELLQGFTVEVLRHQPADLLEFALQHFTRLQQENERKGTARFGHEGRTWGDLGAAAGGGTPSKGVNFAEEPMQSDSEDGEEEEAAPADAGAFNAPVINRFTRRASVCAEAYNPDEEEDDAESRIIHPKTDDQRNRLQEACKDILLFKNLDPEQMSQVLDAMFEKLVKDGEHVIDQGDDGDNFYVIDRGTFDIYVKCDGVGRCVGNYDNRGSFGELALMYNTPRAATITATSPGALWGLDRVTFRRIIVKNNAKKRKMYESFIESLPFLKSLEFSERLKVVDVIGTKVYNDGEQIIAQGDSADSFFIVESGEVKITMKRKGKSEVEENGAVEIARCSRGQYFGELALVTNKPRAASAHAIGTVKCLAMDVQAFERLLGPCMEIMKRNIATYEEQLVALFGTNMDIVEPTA
# AddAB inh: less growth of phage-infected E. coli with AddAB; E. coli expressing H. pylori AddAB, absorbance growth; actives 0.29% (n = 330,000); inhibition, % at 11.9 µM; in the data active = inhibition above about 12%;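 also: 0% = vehicle wells of infected cells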
# MOR-DOR ag: agonists of human mu-delta opioid receptor heterodimerization. P35372+P41143. cells, OPRM1-OPRD1 heterodimerization, luminescence. activation, % at 9.3 µM. actives 0.3% (n = 340,000). AID 504326; in the data active = activation above about 18%;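 also: 0% = vehicle-treated cells and 100% = reference agonist; values of inactives mirror those of a sister screen read the other way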
# MOR-DOR inv ag: inverse agonist of human OPRM1-OPRD1 heterodimerization; P35372+P41143; cell-based MOR-DOR heterodimer luminescence, inverse agonism; inhibition, % at 9.3 µM; actives 0.21% (n = 340,000); AID 504357; in the data active = inhibition above about 22%, passing the limit was not always enough;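 also: 0% = cells with DMSO and 100% = wells without cells with DMSO; values of inactives mirror those of a sister screen read the other way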
# phage Ecoli inh: E. coli growth loss with phage present | inhibition, % at 11.9 µM | actives 0.26% (n = 360,000) | growth absorbance | AID 651602; in the data active = inhibition above about 11%
# Tat export inh: E. coli Tat transport inhibition | inhibition, % at 10 µM | E. coli MC4100 TorA-mCherry Tat export, fluorescence | actives 0.036% (n = 340,000);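 active = mean replicate inhibition at least 50% and at least half of replicates individually reaching 50%; inconclusive = only one of the two criteria met; inactive = neither criterion met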;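 also: exported cargo escapes ClpAP degradation while cytoplasmic cargo is degraded and loses fluorescence; 0% = median of neutral control wells and 100% = median of NaSCN control wells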
# PKA-R1A act: activators of PKA-R1A complex | actives 0.083% (n = 340,000) | P00514+P68181 | PKA-R1A dissociation, Cy5-IP20 fluorescence polarization; scaled: DMSO 0%, 113 µM cGMP 100% | activation, % at 11.4 µM;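 active = percent activation above the mean of all tested compounds plus 3 SD, cut at about 19% in these data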;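 also: higher means more PKAc released from R1A so a rise in polarization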
# Active calls of the source: *; i = inactive; ? = inconclusive; / = no result given.
SMILES,PfHsp90 set2,HTR5A inv ag,Mot1-301 SUMO,E coli growth,PKA-R2B act,AddAB inh,MOR-DOR ag,MOR-DOR inv ag,phage Ecoli inh,Tat export inh,PKA-R1A act
CCOc1ccc(CCNC(=O)CCNC(=O)c2ccccc2Cl)cc1OCC,0.7,-1.8,-1.0,1.3,2.3,0.8,-0.7,4.9,2.8,-4.5,0.8
CC(C)n1c2ccccc2c2nc3ccccc3nc21,-19.3,4.5,-1.9,-2.6,-11.5,0.3,1.2,-7.2,2.2,5.3,-15.9
CC(C)(C)c1cc(C(=S)N2CCCC2)cc(C(C)(C)C)c1O,-13.1,7.5,i,/,-3.9,/,-3.3,15.8,0.1,1.6,1.5
O=C(c1ccccc1)C(CCc1ccccn1)CCc1ccccn1,-5.4,-21.0,/,/,-1.4,/,-3.8,19.0,1.6,-4.6,-4.3
N#Cc1c(-c2ccccc2)nc(SCc2cccc(Cl)c2)[nH]c1=O,-32.9,-13.9,-7.3,0.2,5.4,1.1,-5.7,25.6,0.6,8.3,-0.6
Cn1c(C(=O)N2CCN(c3nc4ccccc4s3)CC2)cc2sccc21,10.0,-31.5,-2.5,1.9,3.0,-0.4,0.6,-2.9,1.7,4.7,-3.6
CC1CN(S(=O)(=O)c2cccc(C(=O)OCc3cc(=O)oc4cc(O)ccc34)c2)CC(C)O1 (stereo not drawn),-45.5,-11.0,-11.9,-0.2,-6.8,1.2,0.5,-2.9,1.4,5.2,-3.9
CCOC(=O)c1[nH]cnc1C(=O)O,22.8,-11.5,-2.8,-2.4,1.9,-0.1,-2.1,8.6,2.0,-1.3,-11.9
Cc1cc(C(C)(C)C)cc(C)c1CC1=NCCN1,7.0,-235.9,-6.6,10.0*,1.5,14.3*,-0.7,3.8,3.0,-13.9,-7.3
COCCNC(=O)c1cn(C)c(=O)c2cc(OC)c(OC)cc12,27.9,-5.5,25.6,-5.3,-2.8,-2.0,-1.1,6.6,2.4,-1.1,-9.8
CCOc1cc(C(=O)NCc2ccc3c(c2)OCO3)cc(OCC)c1OCC,-1.3,10.7,32.5,2.1,-7.2,3.8,0.5,-2.6,-0.4,3.3,2.0
CCOc1ccc(NC(=O)CN2CCN(S(=O)(=O)c3ccc(Cl)cc3)CC2)cc1,23.5,0.2,-27.4,0.5,4.4,2.8,-2.2,9.8,-0.6,-0.2,-2.4
COc1ccccc1OCCNC(=O)c1cccc(S(=O)(=O)N2CCN(Cc3ccccc3)CC2)c1,10.8,7.4,-14.2,-0.3,-2.4,-0.1,-2.3,9.4,2.5,2.7,1.3
O=C1c2cccc3cccc(c23)C(=O)N1CCN1CCN(CC(O)COc2ccccc2)CC1 (stereo not drawn),-15.2,4.5,-12.4,-0.8,-0.6,0.2,0.9,-5.7,1.9,6.7,-5.3
O=C1N/C(=N/NC(=O)c2cccc3ccccc23)S/C1=C\c1ccccc1OCc1ccccc1,6.6,6.9,/,/,-7.0,/,-0.4,2.5,4.1,-4.9,-8.9
Cc1nn(C)cc1S(=O)(=O)N1CCCC(C(=O)O)C1 (stereo not drawn),11.3,-8.4,0.7,-1.1,-2.6,0.7,-2.2,10.6,4.9,-3.9,-2.8
CC1Cc2ccccc2N1C(=O)CN1CCN(S(=O)(=O)c2cccs2)CC1 (stereo not drawn),0.8,-4.7,5.5,0.2,-10.4,1.2,-1.6,6.7,2.2,3.3,5.1
O=C(CSc1ccc2nnc(CCNS(=O)(=O)c3ccccc3)n2n1)Nc1nc2ccccc2s1,0.1,-21.9,5.8,-0.5,-2.1,3.5,-0.5,2.5,4.4,-0.7,-8.9
COc1ccc(OCC(=O)Nc2ccc(N3CCN(Cc4ccccc4F)CC3)cc2)cc1,4.6,8.9,1.7,-1.8,-0.5,-0.4,-1.8,8.1,2.7,1.9,10.2
Cc1ccccc1N1CCN(C2=NC(=O)/C(=C/c3cn[nH]c3-c3ccccc3)S2)CC1,3.8,-1.5,-7.7,2.1,-4.1,5.9,1.7,-9.6,1.0,-0.5,4.8
CCN(CC)c1ccc(C(=O)Nn2cnc3ccccc3c2=O)cc1,-21.7,-23.0,9.7,3.3,1.1,1.1,-2.9,12.9,1.0,16.9,-7.5
CCN1CCN(C(=O)c2ccccc2NS(=O)(=O)c2ccc(Cl)cc2)CC1,25.1,-6.8,-4.1,1.0,2.5,1.6,-2.1,10.9,1.9,-2.1,-6.7
Cc1ccc([N+](=O)[O-])cc1NC(=O)C(Sc1ccccc1)c1ccccc1 (stereo not drawn),2.0,17.1,-11.5,0.0,-8.0,1.9,3.2,-16.5,3.2,-5.4,-2.1
CCN1CCN(c2cc(C)c3cc(NC(=O)CCC(=O)N4CCN(c5ccccc5)CC4)ccc3n2)CC1,12.4,18.8,65.2,-3.7,-10.7,1.1,-2.5,13.6,0.6,2.4,13.0

# In the list so far, 2 contain a tert-butyl group:
SMILES,PfHsp90 set2,HTR5A inv ag,Mot1-301 SUMO,E coli growth,PKA-R2B act,AddAB inh,MOR-DOR ag,MOR-DOR inv ag,phage Ecoli inh,Tat export inh,PKA-R1A act
CC(C)(C)c1cc(C(=S)N2CCCC2)cc(C(C)(C)C)c1O,-13.1,7.5,i,/,-3.9,/,-3.3,15.8,0.1,1.6,1.5
Cc1cc(C(C)(C)C)cc(C)c1CC1=NCCN1,7.0,-235.9,-6.6,10.0*,1.5,14.3*,-0.7,3.8,3.0,-13.9,-7.3

# The listing continues.
SMILES,PfHsp90 set2,HTR5A inv ag,Mot1-301 SUMO,E coli growth,PKA-R2B act,AddAB inh,MOR-DOR ag,MOR-DOR inv ag,phage Ecoli inh,Tat export inh,PKA-R1A act
CCOC(=O)CCCCC1C(CCCC(=O)OCC)C=NN1C (stereo not drawn),-1.5,-1.7,/,/,-0.1,/,-2.5,12.8,0.7,-1.6,-3.2
CN(C)S(=O)(=O)c1ccc(C(=O)Nc2cc(S(=O)(=O)Nc3ccccc3Cl)ccc2N2CCCCC2)cc1,20.6,-7.8,-2.6,2.9,4.6,2.8,-1.1,5.9,1.7,5.9,7.2
COc1ccc(N=C2S/C(=C\c3ccc(OCC(=O)O)cc3)C(=O)N2CCc2c[nH]c3ccccc23)cc1,-53.2,8.6,/,/,10.7,/,-1.4,8.3,3.8,4.1,11.8
Cc1cc(=O)c2c(o1)C(=O)c1occc1C2=O,17.7,-17.1,/,/,3.0,/,9.5,-46.2,-0.9,-0.6,3.7
O=S(=O)(Nc1ccc2ccccc2c1)c1ccccc1,3.4,-31.3,-6.7,0.7,-2.1,1.5,-0.4,2.3,3.4,2.7,-7.0
CCCCOc1cccc(C(=O)Nc2ccccc2N2CCCC2)c1,15.9,-14.4,-16.3,-0.8,-3.1,-1.3,4.8,-22.9,0.9,5.0,6.8
Cc1noc(C(=O)N(C)c2ccccc2)c1Cl,23.8,-1.9,-2.2,-1.6,-13.4,-1.7,-5.2,23.3,0.8,-5.8,-5.3
CCC(C)n1c(SCC(=O)NC2CCS(=O)(=O)C2)nc2ccccc2c1=O (stereo not drawn),5.7,5.8,-4.4,0.6,0.9,2.1,-1.9,11.8,1.9,-5.1,7.0
CC1(C)CC(NS(=O)(=O)c2ccc3ccccc3c2)CC(C)(C)N1,-19.6,-5.1,1.1,0.4,12.5,4.1,1.0,-6.5,1.8,4.6,6.0
COc1ccc(N2C(=O)N[C@@H](Cc3ccccc3)C2=O)cc1OC,-27.5,0.3,-2.1,-0.7,0.0,-2.0,2.3,-10.3,-0.4,0.2,-4.7
O=C(N/N=C/c1ccc[nH]1)c1ccc(Cl)cc1,3.7,28.9,-14.8,-2.4,-11.7,3.0,-0.1,0.2,2.1,0.9,-11.7
O=C(/C=C/c1ccc(Cl)cc1)OCC(=O)c1ccc[nH]1,-14.3,2.8,/,-3.0,-6.9,-1.4,7.1,-37.4,0.0,-7.7,-8.3
CCN(CC(=O)NCc1cccs1)S(=O)(=O)c1ccccc1Cl,7.4,23.6,1.7,0.5,-6.5,-0.2,-2.2,15.1,2.0,4.9,-5.9
CC(=O)N1CCCc2cc(S(=O)(=O)N3CCCC(C(=O)NCc4ccccc4Cl)C3)ccc21 (stereo not drawn),-17.1,2.2,3.6,-0.2,-10.5,0.0,-1.2,6.0,3.8,-3.7,-8.9
COc1ccccc1C(=O)NCC(=O)OCCCOC(=O)CNC(=O)c1ccccc1OC,-1.2,-15.4,-8.6,-2.3,-6.2,2.6,-1.9,10.2,0.9,2.2,-5.2
Cc1cccc(CC2CC(=O)N(c3ncccn3)C2=O)c1 (stereo not drawn),2.3,-14.1,-26.2,-2.4,6.5,3.0,-0.5,2.6,0.5,-9.6,-9.8
CCn1c(=O)n(CCOC)c(=O)c2c3c(sc21)CCCC3,2.5,1.4,66.1,0.2,1.3,1.1,-0.8,4.8,1.3,-1.1,-3.3
CC(=O)NC(CC(C)C)C(=O)NC(Cc1ccccc1)C(=O)CCl (stereo not drawn),-4.7,-23.3,/,/,-2.3,/,-4.9,21.3,1.2,1.7,-6.0
O=C(Cn1ccc2ccccc2c1=O)NCC(=O)N1CCN(c2ccccc2F)CC1,0.9,-5.0,68.2,-2.8,-1.4,-0.8,-1.6,10.2,1.0,3.9,-8.2
O=C(Oc1ccc(Cl)cc1)N1CCCCC1,-6.9,12.7,76.8,-1.7,5.0,2.1,-1.3,6.5,2.1,2.5,6.9
COc1cccc(/C=C2/SC(=S)N(CC(=O)Nc3nnc(C)s3)C2=O)c1,-12.2,7.7,/,/,1.2,/,-0.3,2.0,0.9,-4.2,-9.4
C=C(C)CNC(=S)NNC(=O)c1ccncc1,-28.6,22.2,-25.7,-0.8,6.3,1.7,-3.6,16.4,3.8,1.1,-12.8
Cc1ccccc1C(=O)N1CCC(C(=O)Nc2ccccc2Cl)CC1,/,-12.0,104.5,-0.3,-5.2,0.3,-2.0,11.4,-0.5,?,0.2
CN(C(=S)Nc1ccc(F)cc1)C(c1ccccc1)c1ccccc1,-5.9,6.3,-5.7,0.0,0.7,-1.4,6.7,-38.6,2.2,9.8,4.7
COc1cccc(-c2sc3ccccc3c2-c2ccc(OCCN(C)C)cc2)c1,37.6,-25.9,-23.8,-3.9,-7.1,-2.2,8.9,-50.2,-1.1,16.6,-1.8
CN(CC(=O)Nc1ccccc1Cl)C(=O)c1ccccc1Sc1ccccc1C#N,/,-3.8,-8.1,1.6,-2.5,2.4,0.7,-3.9,2.5,0.3,-1.1
CCOc1ccc(CCNC(=O)CCNS(=O)(=O)c2ccc(Br)cc2)cc1OCC,-33.5,4.1,5.6,1.8,3.5,-1.1,1.5,-8.6,1.5,13.6,-1.6
N#Cc1ccccc1CSc1nnc(Cc2ccccc2)o1,14.4,-14.0,348.3*,-0.5,-0.9,4.8,-2.5,12.4,5.4,-7.0,2.8
NNS(=O)(=O)c1ccc(N2CCCC2=O)c([N+](=O)[O-])c1,-11.9,11.3,-11.6,-1.4,-7.4,4.2,-1.3,7.0,2.7,3.7,-6.3
Cc1ccc(N(CC(=O)Nc2c(C)n(C)n(-c3ccccc3)c2=O)S(C)(=O)=O)c(C)c1,-24.0,5.2,/,0.4,-17.6,2.9,0.1,-0.3,3.6,-13.7,-3.5
